FEN1 inhibitor: blocks human flap endonuclease 1; P39748; Recombinant FEN1 flap cleavage, fluorescence, 15 min; Potency, µM (top dose mostly 114 µM), for the others: top-dose activity change, negative = inhibition, actives largely listed as inhibitors; 390,000 compounds, 0.35% hits; AID 588795; note: nearly all actives have a fitted effect of over 65% in size
Target sequence (P39748 whole entry, looked up): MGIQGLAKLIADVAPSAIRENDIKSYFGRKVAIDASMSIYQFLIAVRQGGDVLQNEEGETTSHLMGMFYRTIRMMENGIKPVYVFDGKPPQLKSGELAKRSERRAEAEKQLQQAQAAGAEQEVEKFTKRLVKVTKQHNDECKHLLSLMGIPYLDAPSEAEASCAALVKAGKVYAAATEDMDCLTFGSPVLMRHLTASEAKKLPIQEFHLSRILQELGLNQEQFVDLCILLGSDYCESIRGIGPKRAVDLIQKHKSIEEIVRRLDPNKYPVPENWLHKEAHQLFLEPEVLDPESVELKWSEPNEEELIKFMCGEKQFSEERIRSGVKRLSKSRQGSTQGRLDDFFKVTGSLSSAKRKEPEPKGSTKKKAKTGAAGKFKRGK
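Compounds are tested as a concentration series against 10 nM FEN1; after a 15 min room-temperature preincubation, 50 nM substrate starts cleavage, with plate reads at 0 and 15 min. Normalized responses are fitted by a Hill equation.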
KAT2A inh: GCN5L2 (KAT2A) acetyltransferase inhibition. GCN5L2 HAT assay, ThioGlo1 CoA-SH fluorescence. Potency, µM (top dose mostly 58.9 µM), inactives show at the top dose activity change, negative = inhibition, most hits filed as inhibitors. 390,000 compounds, 0.21% hits. AID 504327
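Enzyme at 20nM final was mixed with library compounds for 15 min at room temperature. Peptide H3(1-25) at 75uM, acetyl-CoA at 70uM and ThioGlo1 at 50uM were then added. Plates were read immediately and after 20 min (Ex340nm/Em540nm).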
DT40 TDP1 CPT: growth inhibition of DT40 Tdp1-/-;hTDP1 cells with camptothecin (screen for TDP1 inhibitors). chicken DT40 Tdp1-/-;hTDP1 cells + 20 nM CPT, ATP luminescence, 48 h. Potency, µM (doses to about 46.2 µM), inactives show top-dose activity change, negative = growth inhibition, hits mostly inhibitors. 420,000 compounds, 12% hits; note: nearly all actives have a fitted effect of over 55% in size
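Chicken DT40 Tdp1-/- cells complemented with human TDP1, 400 cells/well, exposed to compounds plus 20 nM camptothecin for at least 48 h at 37 C; viability read as ATP content by CellTiter-Glo luminescence.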
Numbers without * were called inactive; u = inconclusive; x = no result given; [ ] = remark or other dose. Calls come from the whole dose curve; as a rule, active = well fitted curve in the direction sought with a large enough effect; inconclusive = small, poorly fitted or top-dose-only effect, or another doubt; inactive = no such curve, though single readings can be large; an effect the other way counts as inactive or inconclusive. % is set by controls: 0 for no effect and ±100 for the full control effect; potency is the fitted concentration of half-maximal effect. An excerpt, so the mix of outcomes need not match the whole.

SMILES	FEN1 inhibitor	KAT2A inh	DT40 TDP1 CPT
N#Cc1nc(-c2ccccc2Cl)oc1NCC1CCCO1 (stereo unspecified)	16%	-6%	-15%
Cc1ccccc1CN1CCc2c(OCC(=O)N3CCCCC3)cccc2C1=O	1%	0%	u
COC(=O)COc1ccc2c(c1)O/C(=C\c1ccco1)C2=O	2%	-4%	-2%
Cc1ccccc1S(=O)(=O)N1C[C@H]2CON(C)[C@H]2C[C@H]1c1cccc(Br)c1	-2%	x	-20%
Cc1nc(C)c(-c2ccnc(/N=C/NO)n2)s1	8%	-3%	-5%
COc1cccc(CNCc2ccccc2OC)c1	8%	-1%	3%
O=C(O)CCC(=O)Nc1ccc(Br)cn1	-3%	-3%	-8%
O=C1c2ccccc2C(=O)N1CNc1ccccc1	7%	-3%	u
CCN(CC)CCSc1nc(O)c(-c2ccccc2)c(=O)n1-c1ccccc1	0%	-2%	7%
CC1=C(C(=O)Nc2ccc(C)cc2Cl)C2(CCCCC2)OC1=O	7%	0%	u
CCc1ccc(-c2nn(Cc3ccccc3)cc2/C=C/C(=O)O)cc1	-12%	-1%	1%
Cc1ccc2cccc(NC(=O)c3cccc4ccccc34)c2n1	3%	-1%	u
CC(C)(C)c1cc(C(=O)NNc2cc(C(F)(F)F)ccc2Cl)n(Cc2ccccc2)n1	-14%	-10%	u
COc1ccc(Cc2nc(C(=O)Nc3ccc(Cl)cc3)cs2)cc1	-19%	-6%	3%
CCOC(=O)c1sc(C)c2c(=O)n(CC(=O)c3ccc(Br)cc3)nnc12	8%	-8%	-29%
COc1cccc(-c2noc(Cn3nc(C(=O)O)c4ccccc4c3=O)n2)c1	-22%	-5%	1%
CCOc1ccc(NC(=O)/C(=C\c2ccc(OC(C)=O)c(OC)c2)NC(C)=O)cc1	0%	1%	1%
COc1ccc(C(=O)COC(=O)C2CC3CCCC(C2)C3=O)cc1Br (stereo unspecified)	-2%	-4%	-12%
COc1ccc(S(=O)(=O)N2CCCCC2)cc1NC(=O)c1[nH]c(C)c(C(C)=O)c1C	-5%	0%	u
O=C(c1nnc(-c2ccncc2)o1)c1ccccc1Cl	7%	-3%	-17%
CCc1ccccc1OCCCN1CCCC1	-4%	-4%	1%
O=c1c2[nH]c3ccc(F)cc3c2nc2n1CCS2	-18%	-8%	-28%
Cc1ccc(S(=O)(=O)c2nc(S(=O)(=O)c3ccc(C)cc3)c(NCCCOC(C)C)s2)cc1	2%	-1%	u
O=C(COc1ccc(Cl)cc1Br)Nc1ccncc1	2%	0%	u
O=C(NCc1cccnc1)c1cccc(NC(=O)c2ccco2)c1	5%	-3%	-8%
Cc1ccccc1Oc1cc(NC(=O)CCCn2nc(C)c([N+](=O)[O-])c2C)cc([N+](=O)[O-])c1	-14%	-14%	u
O=C(N/C(=C/c1ccco1)C(=O)N1CCOCC1)c1ccc([N+](=O)[O-])cc1	5%	-16%	3%
COC(=O)CCN(Cc1ccccc1)S(=O)(=O)c1ccccc1Br	2%	-7%	-3%
CCCN1CNC(=S)N(CC2CCCO2)C1 (stereo unspecified)	-8%	-5%	11%
COc1ccccc1NC(=O)c1ccc(NC(=O)COC(=O)C2CCCO2)cc1 (stereo unspecified)	-7%	-3%	0%
O=[N+]([O-])c1ccc(C[n+]2cccc3ccc4cccnc4c32)cc1	4%	-1%	1.8µM*
CCCOC(=O)CSC1=C(C#N)C(c2ccccc2OC)C(C#N)C(=O)N1 (stereo unspecified)	31%	-23%	-9%
CCOC(=O)C1CCN(Cc2ccc(F)c(Br)c2)CC1	1%	-1%	-26%
CN1C(=O)/C(=C/c2cccc([N+](=O)[O-])c2)C(=O)N1c1ccccc1	-3%	2%	u
CCCOc1ccc(C(=O)N(Cc2cccs2)c2ccc(C)cc2)cc1	6%	-13%	-22%
COc1ccc(C2(C)NC(=O)N(CC(=O)NCC(=O)Nc3ccc(F)c(F)c3F)C2=O)cc1OC (stereo unspecified)	8%	-2%	1%
Cc1ccc(Cl)cc1N1CCN(C(=O)CCSCc2ccccc2F)CC1	14%	1%	u
CCOC(=O)C(=O)NC12CC3CC(CC(C3)C1)C2	-1%	2%	-5%
O=C(NNC(=O)c1ccccc1F)C1=NN(c2ccccc2)C(=O)CC1	-3%	-16%	12%
Cc1ccc(N(C(=O)CNC(=O)c2ccco2)C(C(=O)NC2CCCC2)c2cccnc2)c(C)c1 (stereo unspecified)	13%	-3%	8%
Cc1cccc(-c2nc(CS(=O)CC(=O)NCc3cccs3)c(C)o2)c1 (stereo unspecified)	-19%	-12%	-6%
CC1CCN(S(=O)(=O)c2ccc(C(=O)Nc3nnc(-c4ccncc4)o3)cc2)CC1	-3%	-8%	u
CCOC(=O)c1ccc(N2C(=O)CC(N3CCN(C(=O)c4ccccc4)CC3)C2=O)cc1 (stereo unspecified)	-7%	-2%	2%
CCOC(=O)C1CCCc2c1[nH]c1ccc(Cl)cc21 (stereo unspecified)	-8%	11%	9%
C[C@H](CO)N1C[C@H](C)[C@@H](CN(C)C(=O)Nc2ccc3c(c2)OCO3)Oc2c(NC(=O)Nc3ccccc3)cccc2C1=O	-1%	-3%	u
CCC1CN(C(=O)C2CCN(S(=O)(=O)c3c(C)noc3/C=C/c3ccc(C)cc3)CC2)c2cc(C)ccc2O1 (stereo unspecified)	7%	-18%	-28%
O=Cc1ccccc1-n1cccn1	-2%	-1%	17%
CCN(CC)C(=O)CS(=O)CC(=O)Nc1cc(OCCOC)c(Cl)cc1Cl (stereo unspecified)	1%	-21%	0%
CCCC(=O)Nc1ccc2c(c1)C(=O)N(CCC(=O)O)C2=O	2%	-8%	-27%
COc1ccc(NC(=O)COC(=O)CCC(=O)c2cccs2)cc1OC	11%	1%	-8%

Next part:
SMILES	FEN1 inhibitor	KAT2A inh	DT40 TDP1 CPT
COC(=O)COc1ccc(/C=C2/SC(=O)N(CC(=O)N3CCCC3)C2=O)cc1Br	1%	5%	-1%
CCOc1ccc(CN(C)C(=O)c2cccc(S(=O)(=O)N3CCCC3)c2)cc1OC	0%	1%	-9%
COCCC1CCCCN1C(=O)c1cccc(OC2CCN(C3CCCC3)CC2)c1 (stereo unspecified)	-4%	-1%	-1%
COC(=O)CSc1nc2c(c(=O)n(C)c(=O)n2C)n1CCC(C)C	-5%	-20%	-7%
Cc1nn(CCCC(=O)NCCc2ccccc2)c(=O)c2nccn12	-3%	-17%	8%
COc1ccc(OCC(=O)NC2CC(=O)N(c3ccc4c(c3)OCCO4)C2)cc1 (stereo unspecified)	17%	-1%	1%
C=CCSc1nnc(-c2ccccc2NC(=O)CC)c(=O)[nH]1	-3%	-4%	3%
Cc1nn(CC(=O)N2CCN(C(=O)c3ccco3)CC2)c(C)c1[N+](=O)[O-]	1%	2%	2%
COc1ccc2oc(=O)c(C(C)=O)cc2c1	8%	-28%	5%
Cc1cc(C)n(-c2ccc(C(=O)OC(C)C(=O)Nc3ccc(C(N)=O)cc3)cc2)n1 (stereo unspecified)	20%	-1%	-25%
O=c1c(-c2ccc(F)c(F)c2)nc2cncnc2n1Cc1ccccc1Cl	x	-11%	u
COc1ccc(Cl)cc1/C=C/c1ccc2cccc(O)c2n1	-16%	5%	21µM*
Cc1cccc(OCC(=O)Nc2cccc(C(=O)NCC(C)C)c2)c1	-3%	2%	u
CCOC(=O)Cc1csc(NC(=O)CSc2nnc(Cc3csc(N)n3)n2C)n1	-6%	-5%	-1%
COc1ccc(NC(=O)CSc2nc3ccccc3nc2N2CCCC2)c(OC)c1	-16%	1%	u
CCOCCCn1c(SCC(=O)Nc2oc(C)c3c(C)n[nH]c(=O)c23)nc2ccccc2c1=O	12%	x	23µM*
COc1c(F)c(F)c(C(=O)O)c(Nc2ccccc2)c1F	-16%	-3%	-1%
COc1ccc(C(=O)Cc2ccc(OC)c(OC)c2)cc1	5%	-1%[0.501 µM]	-28%
Cc1ccc(N2CC(C(=O)N3CCN(c4ccccc4)CC3)CC2=O)cc1 (stereo unspecified)	-8%	-17%	-5%
O=C(Nc1ccccc1)N1CCCC2CCCCC21 (stereo unspecified)	-11%	u	u

Already shown: entries from further up.
SMILES	FEN1 inhibitor	KAT2A inh	DT40 TDP1 CPT
Cc1nn(CC(=O)N2CCN(C(=O)c3ccco3)CC2)c(C)c1[N+](=O)[O-]	1%	2%	2%
COc1ccc2oc(=O)c(C(C)=O)cc2c1	8%	-28%	5%
Cc1cc(C)n(-c2ccc(C(=O)OC(C)C(=O)Nc3ccc(C(N)=O)cc3)cc2)n1 (stereo unspecified)	20%	-1%	-25%
O=c1c(-c2ccc(F)c(F)c2)nc2cncnc2n1Cc1ccccc1Cl	x	-11%	u
COc1ccc(Cl)cc1/C=C/c1ccc2cccc(O)c2n1	-16%	5%	21µM*
Cc1cccc(OCC(=O)Nc2cccc(C(=O)NCC(C)C)c2)c1	-3%	2%	u
CCOC(=O)Cc1csc(NC(=O)CSc2nnc(Cc3csc(N)n3)n2C)n1	-6%	-5%	-1%
COc1ccc(NC(=O)CSc2nc3ccccc3nc2N2CCCC2)c(OC)c1	-16%	1%	u
CCOCCCn1c(SCC(=O)Nc2oc(C)c3c(C)n[nH]c(=O)c23)nc2ccccc2c1=O	12%	x	23µM*
COc1c(F)c(F)c(C(=O)O)c(Nc2ccccc2)c1F	-16%	-3%	-1%
COc1ccc(C(=O)Cc2ccc(OC)c(OC)c2)cc1	5%	-1%[0.501 µM]	-28%
Cc1ccc(N2CC(C(=O)N3CCN(c4ccccc4)CC3)CC2=O)cc1 (stereo unspecified)	-8%	-17%	-5%

(continued)
SMILES	FEN1 inhibitor	KAT2A inh	DT40 TDP1 CPT
COCCn1cnc2c1c(=O)[nH]c(=O)n2Cc1ccccc1	8%	1%	1%
CC(=O)c1cccc(NC(=O)c2ccc(CN3CCc4ccccc4C3)cc2)c1	1%	-12%	-27%
CCCNc1ccc(S(=O)(=O)N(CC)CC)cn1	-1%	-1%	16µM*
O=C(Nc1ccc(-c2ccc3nncn3n2)cc1)C1CCCCC1	-4%	-11%	-22%
Cc1ccc(NC(=S)N2CCCC2)cc1Cl	-1%	-2%	-12%
COc1ccc(NS(=O)(=O)c2cccc(Cl)c2)cc1S(=O)(=O)N1CCCCC1	-2%	0%	1%
C=CCNc1nc(C(=O)OCC(=O)c2ccccc2)cs1	22%	u	13%
COC(=O)c1ccc(-c2ccco2)n1Cc1nc(-c2ccc(OC)c(OC)c2)oc1C	-14%	-2%	23µM*
CS(=O)(=O)c1ccc2nc(NC(=O)Nc3ccc(Cl)cc3)sc2c1	-1%	-14%	u
COC(=O)C1=C(COc2ccccc2)NC(=O)NC1c1ccc(Br)cc1 (stereo unspecified)	-2%	-1%	u
CCOC(=O)N1CCN(C(=O)c2ccc(Cn3c(=S)[nH]c4cc5c(cc4c3=O)OCO5)cc2)CC1	-9%	-3%	23µM*
O=S(=O)(Nc1nc2ccccc2nc1N1CCN(c2ccccc2F)CC1)c1ccc(Cl)cc1	-23%	-2%	u
Clc1ccc(COc2ccccc2-c2ccnc3ncnn23)cc1	1%	2%	-15%
Cc1nc2ccc(NC(=O)COc3cccc(F)c3)cc2s1	0%	-6%	u
COc1ccccc1C(=O)NCCn1cc(SCC(=O)Nc2cc(C)on2)c2ccccc21	-12%	-12%	-27%
Cc1ccc(C)c(N2CCN(C(=O)Cn3cnc4sc(C)c(S(=O)(=O)N5CCN(c6ncccn6)CC5)c4c3=O)CC2)c1	12%	-9%	18µM*
Cc1c(NC(=O)/C(C#N)=C/c2ccccc2)c(=O)n(-c2ccccc2)n1C	-3%	-18%	6%
O=C(NC1CCN(C(=S)Nc2ccccc2Cl)CC1)C1CCCCC1	-5%	0%	4%
COc1cc(NS(=O)(=O)c2c(C)[nH]c(C)c2C(=O)N2CCCC2)cc(OC)c1OC	-1%	-4%	-4%
COc1ccc(NC(=S)NC(=O)c2ccccc2Cl)cc1	0%	-1%	-29%
CC(=O)c1cccc(NC(=O)CSc2nc(=O)n(CCN3CCOCC3)c3c2CCCC3)c1	11%	-16%	1%
S=c1[nH]c(-c2ccccc2)cn1/N=C/c1cccs1	-8%	-6%	-97%
COc1ccc(NC(=O)COC(=O)/C=C/c2ccccc2[N+](=O)[O-])cc1	-1%	-2%	4%
COc1ccc(C(=O)CC(SCC(NC(C)=O)C(=O)O)c2ccc(Cl)cc2)cc1OC (stereo unspecified)	-7%	-9%	15µM*
Cc1ccc(CS(=O)(=O)Cc2ccc(C(=O)NCc3ccccn3)o2)cc1	-3%	-1%	u
Cc1cc2c(c(=O)n1CCN(C)C)C(c1ccc(Br)cc1)C(C#N)=C(N)O2 (stereo unspecified)	-1%	-5%	-28%
CC[C@]12c3[nH]c4ccc(Cl)cc4c3CCN1C(=O)[C@@H](CC(=O)NCC13CC4CC(CC(C4)C1)C3)C[C@@H]2C(=O)N1CCN(C(=O)C2CC2)CC1	-19%	-12%	8.2µM*

Screening results deposited in PubChem BioAssay by National Center for Advancing Translational Sciences (NCATS).
